TGFb SMAD3 inh – TGF-b pathway inhibition; HepG2 CAGA-GFP TGF-b/SMAD3 reporter, GFP fluorescence, 18 h; TGF-beta stimulated, 500 pg/mL final; Potency, µM (titrated, usually from 46.1 µM), inactives show top-dose activity, negative = inhibition, most hits filed as inhibitors; actives 1.2% (n = 410,000); AID 588855; note: potency is the fitted concentration of half-maximal effect; % is set by controls: 0 for no effect and ±100 for the full control effect; nearly all actives have a fitted effect of over 65% in size
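Smad-responsive CAGA-GFP expression was quantified in HEPG2 cells exposed to compounds and 500 pg/mL final TGF-beta for 18 h at 37 degrees C; unstimulated wells defined full inhibition.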
Akt phos inh – Akt phosphorylation inhibition. AID 651550. actives 0.32% (n = 360,000). activity change, % for hits at 50 µM. Neuro2A IGF-stimulated pAkt S473 HTRF, 20 min; active compounds read low; in the data active = activity change below about -80%; inconclusive = mostly about -51% to -80%; note: % is set by controls: 0 for no effect and ±100 for the full control effect
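Single-point screen (50 µM final compound) in Neuro2A cells stimulated 20 min with 6 nM IGF at 37 deg C. After lysis, Ser473-phosphorylated Akt read by HTRF (ex 330 nm, em 615/665 nm) as the 665/615 ratio.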
HepG2 viability – HepG2 cytotoxicity, counter-screen for TGF-b inhibitors | Potency, µM (doses to about 46.1 µM), without a hit: top-dose activity change, negative = cytotoxicity, actives largely listed as cytotoxic | HepG2 CAGA-GFP viability, ATP luminescence, 18 h | actives 0.76% (n = 410,000); note: potency is the fitted concentration of half-maximal effect; some results filed as inactive show a strong effect at the top dose
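CellTiter-Glo luminescence gave cytotoxicity after 18 hours at 37 degrees C. The cells were HepG2 CAGA-GFP in 1% FBS DMEM, stimulated with 500 pg/mL TGF-beta after compound addition. %Activity was normalised to no-cell wells (complete cell-killing) and DMSO (no toxicity), and curves were fitted and classified.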
Nrf2 inh – inhibitors of Nrf2 signaling. A549 ARE-Fluc reporter, luciferase luminescence, 18-24 h. Potency, µM (series often up to 46 µM), without a hit: top-dose activity change, negative = inhibition, actives largely listed as inhibitors. actives 2.1% (n = 360,000). AID 504444; note: potency is the fitted concentration of half-maximal effect; % is set by controls: 0 for no effect and ±100 for the full control effect; nearly all actives have a fitted effect of over 60% in size
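Cells were seeded and rested 2 h, then exposed to compounds for 18-24 h. CellTiter-Fluor was read first as a viability measure. BugLite was added 15 min before the final luminescent read of ARE-luciferase activity in A549 cells.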
Nrf2 ARE act – Nrf2 pathway activation; AREc32 ARE-luciferase reporter (MCF7-derived line), luminescence, 24 h; Potency, µM (series often up to 46.1 µM), without a hit: top-dose activation, hits mostly activators; actives 0.31% (n = 410,000); AID 624171; note: potency is the fitted concentration of half-maximal effect; % of control where 0% means no effect; nearly all actives have a fitted effect of over 65% in size
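Cells of the AREc32 ARE-luciferase line are plated in OPTI-MEM containing 5% FBS and left overnight at 37 deg C. Compounds are pinned in, incubation continues 24 hr, and firefly luciferase signal is then measured.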
MmCpn inh – inhibitors of Methanococcus maripaludis chaperonin (MmCpn). Potency, µM (highest dose often 76.9 µM), for inactives: at the top dose activity, negative = inhibition, usual class: inhibitors. purified Mm-Cpn ATPase, ADP Transcreener TR-FRET. actives 0.031% (n = 330,000); note: potency is the fitted concentration of half-maximal effect; % is set by controls: 0 for no effect and ±100 for the full control effect; nearly all actives have a fitted effect of over 80% in size
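ATPase turnover read by TR-FRET ADP competition (Eu cryptate antibody/ADP-d2, 665/590 nm): 10uM ATP final, 25nM Mm-CPN final, 30 min 37degC after 10-min compound preincubation, pH 7.4 Tris/KCl/MgCl2/DTT buffer.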
A549 tox – kills or reduces viability of A549 cells in Nrf2 counter-screen; A549 ARE-Fluc cells, CellTiter-Fluor viability, 18-24 h; Potency, µM (titrated, usually from 46 µM), for the others: top-dose activity change, negative = cytotoxicity, hits mostly inhibitors; actives 0.16% (n = 390,000); AID 504648; note: potency is the fitted concentration of half-maximal effect; % is set by controls: 0 for no effect and ±100 for the full control effect
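A549 ARE_Fluc cells in 5% FBS OPTI-MEM were exposed to compounds in concentration-response for 18-24 h at 37 deg C. Viability was read by CellTiter-Fluor fluorescence (Ex 405/Em 525) after 30 min, before the luciferase read.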
CCT chaperon mod – changes cytosolic chaperonin activity; purified chaperonin ATPase assay, HTRF ADP detection, 30 min; activity change, % (concentration not given with the values), hits read low; actives 0.3% (n = 360,000); in the data active = activity change below about -30%; note: % is set by controls: 0 for no effect and ±100 for the full control effect
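TRiC at 40 or 20 nM final (batch-dependent) in 30 mM Tris pH 7.4, 100 mM KCl, 5 mM MgCl2, 1 mM DTT, with compound at single 76 uM and 10 uM ATP, 30 min at 37 deg C. ADP detected by HTRF Transcreener, 665/615 ratio.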
Abeta rescue – compounds reversing amyloid beta toxicity in yeast | yeast expressing A-beta42, growth rescue, OD600, 48 h; response scale: 0% DMSO, 100% iron-clioquinol control | Potency, µM (titrated, usually from 46.1 µM), inactives show top-dose growth rescue, usual class: activators | actives 0.063% (n = 410,000); note: potency is the fitted concentration of half-maximal effect; nearly all actives have a fitted effect of over 55% in size
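Yeast growth medium received pinned compounds, then yeast cells expressing toxic A-beta were added; plates incubated at 30 C for 48 hr. Growth read as absorbance at 600 nm, normalized to DMSO and equimolar FeCl3 plus clioquinol controls.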
* marks the source's active call; other numbers are inactive results; i = inactive; ? = inconclusive; . = no result given; & = joins results of further samples; [ ] = dose if it differs, or a comment. Unless noted, calls come from the whole dose curve; as a rule, active = well fitted curve in the direction sought with a large enough effect; inconclusive = small, poorly fitted or top-dose-only effect, or another doubt; inactive = no such curve, though single readings can be large; an effect the other way counts as inactive or inconclusive.

SMILES	TGFb SMAD3 inh	Akt phos inh	HepG2 viability	Nrf2 inh	Nrf2 ARE act	MmCpn inh	A549 tox	CCT chaperon mod	Abeta rescue
O=S(=O)(CCn1cccc1)CCn1cccc1	-3%	i	-5%	-8%	0.1%	-2%	-9%	3.1	-7%
Cc1ccc2c(c1)c1nnc(SCC(=O)N3CCCc4ccccc43)nc1n2CC(=O)O	0%	i	10%	9%	0.6%	-3%	-12%	-3.2	3%
CC(=O)Nc1cccc(NC(=O)c2cccc(OCc3ccccc3)c2)c1	-14%	i	-22%	?	-0.2%	-2%	-15%	-1.8	-14%
Cc1ccc(NC(=O)N2CCCCCC2)cc1C	36%[activator]	i	-7%	21%	1.0%	1%	0%	1.1	-3%
CCOC(=O)CCc1c(C)c(C#N)c2nc3ccccc3n2c1-n1ccnc1	7%	i	6%	7%	-0.5%	0%	1%	0.7	-18%
CCCC(=O)Nc1ccccc1NC(=O)C1CCCCC1	9%	i	1%	-6%	-0.6%	0%	-3%	0.9	9%
CCOc1cc(/C=N/N=C2/NC(=O)C(CC(=O)O)S2)ccc1OCc1ccccc1Cl (stereo not drawn)	-13%	i	-13%	-4%	-0.4%	-9%	2%	-5.5	-1%
Cc1ccc(S(=O)(=O)/N=C2/NC(=O)/C(=C\c3ccco3)S2)cc1	?	i	-7%	-22%	0.4%	0%	-12%	-1.2	-6%
O=C(CS(=O)(=O)c1ccc2ccccc2c1)Nc1ccccc1Cl	-1%	i	-6%	-3%	-0.1%	-4%	3%	-1.9	-4%
O=c1cc(CN2CCc3ccccc32)nc2sccn12	-2%	i	0%	13%	3.4%	-3%	0%	-1.1	18%
COc1ccc(-c2nc3c4ccccc4ccn3c2Cc2cccc(F)c2)cc1OC	?	i	-45%	.	0.1%	.	.	-0.9	-22%
CCN(CC)CCCNC(=O)c1ccc2c(=O)n(Cc3ccc4c(c3)OCO4)c(=S)[nH]c2c1	-9%	i	-23%	-1%	0.1%	0%	12%	-5.4	19%
COc1cccc(NC(=O)CCNC(=O)C2CCN(S(=O)(=O)c3ccc(F)cc3)CC2)c1	10%	i	-4%	-9%	-1.2%	-3%	7%	-2.1	-24%
Cc1cc(Nc2ccccc2)nc(N)n1	-1%	i	-1%	6%	-0.9%	0%	-5%	-2.1	0%
COc1ccc(CCN(Cc2cccs2)S(=O)(=O)c2ccc(-n3cnnn3)cc2)cc1OC	-20%	i	-19%	?	0.2%	0%	-11%	0.0	8%
Cc1cccc(NC(=S)NC(=O)c2cc(-c3ccccc3)nc3ccccc23)c1	-6%	i	-14%	-17%	0.0%	0%	-1%	-2.4	0%
Cc1ccc(S(=O)(=O)Oc2ccc(/C=N/N=C3/NC(=O)C(CC(=O)O)S3)cc2)cc1 (stereo not drawn)	14%	i	-3%	4%	-0.1%	0%	6%	-2.1	5%
O=C1N2CN(C(c3ccccc3)c3ccccc3)CN=C2SC1(CO)CO	7%	i	-21%	-6%	0.0%	1%	-2%	1.2	20%
CSc1ccccc1NC(=O)COC(=O)Cn1cc(C(F)(F)F)ccc1=O	0%	i	-5%	-3%	-1.0%	1%	-2%	-0.1	2%
COC(=O)N/N=C/c1cn(CCOc2ccc(OC)cc2)c2ccccc12	?	i	-36%	-11%	-0.3%	-1%	-6%	0.2	4%
Cc1cc(N2CCOCC2)n2nc(C(F)(F)F)c(-c3ccccc3)c2n1	-3%	i	0%	-1%	0.0%	0%	0%	-4.4	2%
Cc1ccc(NC(=O)CCc2nc3ccccc3[nH]2)cc1C	11%	i	2%	-4%	0.3%	0%	2%	-0.9	11%
FC(F)(F)c1nnc2c(Sc3ccccc3)nc3ccc(Cl)cc3n12	-21%	i	-39%	23%	2.9%	-3%	?	-0.6	9%
Cc1ccc(-n2ccc(=O)c(C(=O)Nc3ccc(S(=O)(=O)Nc4nccs4)cc3)n2)cc1	-27%	i	-6%	-15%	0.4%	-3%	0%	-3.0	2%
CCc1nnc(NC(=O)CSc2nc3c([nH]c4ccccc43)c(=O)n2-c2ccc(F)cc2)s1	0%	.	-2%	.	0.4%	.	-2%	.	-13%
COc1cccc(-c2n[nH]c3c2C(c2cccc(O)c2)N(C)C3=O)c1 (stereo not drawn)	-2%	.	-31%	-25%	21%	.	-1%	.	-7%
C(#Cc1ccc(C#CCN2CCCC2)cc1)CN1CCCC1	12%	i	-28%	1%	2.6%	0%	-29%	3.5	-2%
Nc1c(C(=O)NCc2ccc(Cl)cc2)sc2nc(-c3ccc(F)cc3)ccc12	?	.	-41%	-10%	-0.7%	.	8%	.	-3%
C/C(CC(=O)Nc1c(Cl)cccc1C(F)(F)F)=N\NC(=O)c1cnccn1	-15%	i	-26%	30%	11%	.	9%	1.0	-10%
CC(NC(=O)c1cccc(S(=O)(=O)N(C)C)c1)C1CC2CCC1C2 (stereo not drawn)	2%	i	-2%	6%	0.2%	1%	2%	0.7	-1%
CCNC(=S)NNC(=O)c1cc(-c2cccnc2)nc2ccccc12	10%	i	-3%	?	1.8%	-4%	11%	-5.0	-49%[inhibitor]
COCCn1nnnc1C(c1ccc2ncccc2c1)N1CCc2ccccc21 (stereo not drawn)	-8%	i	9%	3%	2.3%	0%	-3%	0.7	-2%
Cc1cccc(C)c1NC(=O)NC1(C(=O)NCCN2CCOCC2)CCCCC1	-9%	i	-21%	2%	-0.2%	2%	0%	-11	11%
O=[N+]([O-])c1ccc(N/N=C/c2sc(N3CCOCC3)nc2-c2ccccc2)c(S(=O)(=O)Nc2ccc(Cl)cc2)c1	?	i	6%	1.5µM*	0.3%	-8%	2.6µM*	0.5	-4%
COCCn1c(=O)[nH]c2cc(C(=O)NCCN3CCN(c4ccc(OC)cc4)CC3)ccc2c1=O	-20%	i	7%	-8%	-0.7%	0%	3%	0.9	3%
Cc1noc(NS(=O)(=O)c2ccc(NC(=O)c3cc(S(=O)(=O)Nc4ccc(F)cc4)ccc3Cl)cc2)c1C	-1%	i	6%	-2%	-0.2%	.	5%	-2.8	5%
O=C(O)C1CC=CCC1C(=O)NCCCCc1ccccc1 (stereo not drawn)	3%	i	1%	-12%	-0.4%	-1%	1%	-0.7	11%
COc1cc(O)c(C(CC(=O)N2CCOCC2)c2cc(OC)c(OC)c(OC)c2)c(OC)c1 (stereo not drawn)	?	i	1%&0%	-1%&5%	-0.6%	2%	0%&1%	0.3	0%
COc1ccc(N2C(=O)/C(=C\c3ccco3)N=C2SCC(=O)NC(C)C)cc1Cl	3%	i	9%	8%	14%	0%	-2%	-1.3	11%
CC(Sc1nn(-c2ccc(F)cc2)c(=S)s1)C(=O)c1c(N)n(C)c(=O)n(C)c1=O (stereo not drawn)	?	i	-1%	?	3.1%	2%	-5%	-1.6	10%

Molecules shown so far with an aryl methoxy group (eight):
SMILES	TGFb SMAD3 inh	Akt phos inh	HepG2 viability	Nrf2 inh	Nrf2 ARE act	MmCpn inh	A549 tox	CCT chaperon mod	Abeta rescue
COc1ccc(-c2nc3c4ccccc4ccn3c2Cc2cccc(F)c2)cc1OC	?	i	-45%	.	0.1%	.	.	-0.9	-22%
COc1cccc(NC(=O)CCNC(=O)C2CCN(S(=O)(=O)c3ccc(F)cc3)CC2)c1	10%	i	-4%	-9%	-1.2%	-3%	7%	-2.1	-24%
COc1ccc(CCN(Cc2cccs2)S(=O)(=O)c2ccc(-n3cnnn3)cc2)cc1OC	-20%	i	-19%	?	0.2%	0%	-11%	0.0	8%
COC(=O)N/N=C/c1cn(CCOc2ccc(OC)cc2)c2ccccc12	?	i	-36%	-11%	-0.3%	-1%	-6%	0.2	4%
COc1cccc(-c2n[nH]c3c2C(c2cccc(O)c2)N(C)C3=O)c1 (stereo not drawn)	-2%	.	-31%	-25%	21%	.	-1%	.	-7%
COCCn1c(=O)[nH]c2cc(C(=O)NCCN3CCN(c4ccc(OC)cc4)CC3)ccc2c1=O	-20%	i	7%	-8%	-0.7%	0%	3%	0.9	3%
COc1cc(O)c(C(CC(=O)N2CCOCC2)c2cc(OC)c(OC)c(OC)c2)c(OC)c1 (stereo not drawn)	?	i	1%&0%	-1%&5%	-0.6%	2%	0%&1%	0.3	0%
COc1ccc(N2C(=O)/C(=C\c3ccco3)N=C2SCC(=O)NC(C)C)cc1Cl	3%	i	9%	8%	14%	0%	-2%	-1.3	11%
